Screens (PubChem BioAssay)
AddAB inh = growth inhibition of E. coli expressing H. pylori AddAB, primary screen, AddAB inhibitor project, absorbance; inhibition, % at 11.9 µM; actives 0.29% (n = 330,000); AID 435030, 2010; in the data active means inhibition above about 12%;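 further: 0% = vehicle wells of infected cells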
OPRM1-OPRD1 ag = agonists of OPRM1-OPRD1 heterodimerization, primary screen, cell-based, luminescence; cells; Mu-type opioid receptor (Homo sapiens) + Delta-type opioid receptor (Homo sapiens), …; activation, % at 9.3 µM; actives 0.3% (n = 340,000); in the data active means activation above about 18%;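 further: 0% = vehicle-treated cells and 100% = reference agonist; values of inactives mirror those of a sister screen read the other way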
HTR5A inv ag = HTR5A inverse agonists in luminescence cell assay, primary screen, counter-screen for OPRM1-OPRD1 heterodimer inverse agonist project, full-deck HTS | HTR5A cell line, inverse agonism | AID 504634, 2011 | inhibition, % at 9.3 µM | actives 0.083% (n = 340,000) | 5-hydroxytryptamine receptor 5A (Homo sapiens), P47898; in the data active means inhibition mostly above about 23%, no sharp cut-off; inactive means mostly below about 18%;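 further: 0% = cells with DMSO and 100% = no-cell wells with DMSO; some compounds called inactive have numbers as strong as hits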
Target sequence (P47898 whole entry, looked up): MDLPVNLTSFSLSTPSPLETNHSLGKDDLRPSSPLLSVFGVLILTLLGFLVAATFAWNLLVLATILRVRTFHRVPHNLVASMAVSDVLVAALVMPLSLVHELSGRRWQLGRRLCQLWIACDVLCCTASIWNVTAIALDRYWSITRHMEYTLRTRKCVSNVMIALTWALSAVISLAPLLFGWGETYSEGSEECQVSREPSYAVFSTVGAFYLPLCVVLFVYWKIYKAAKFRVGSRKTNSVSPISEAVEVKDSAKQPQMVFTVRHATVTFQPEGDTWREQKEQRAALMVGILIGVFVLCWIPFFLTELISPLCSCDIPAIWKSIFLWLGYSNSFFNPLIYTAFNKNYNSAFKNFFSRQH
E coli growth = E. coli V3065 growth inhibition, primary screen, counter-screen for AddAB inhibitor project, absorbance, OD600; 18 h; inhibition, % at 11.9 µM; actives 0.27% (n = 330,000);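 active means inhibition above the campaign's mean inhibition across all tested compounds plus 3 SD, cut at about 9.9% in these data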;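 further: uninfected addAB+ strain grown without phage in ampicillin broth; 0% = DMSO wells and 100% = ciprofloxacin 0.95 µg/ml wells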
PKA-R1A act = activators of PKA-R1A holoenzyme, primary screen, biochemical, fluorescence polarization, Cy5-IP20, bovine R1A, mouse PKAc; actives 0.083% (n = 340,000); PKA-R1A dissociation; scaled: DMSO 0%, 113 µM cGMP 100%; cAMP-dependent protein kinase type I-alpha regulatory subunit (Bos taurus) + …; activation, % at 11.4 µM;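 active means percent activation above the mean of all tested compounds plus 3 SD, cut at about 19% in these data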;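 further: higher means more PKAc released from R1A so a rise in polarization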
PfHsp90 set2 = growth inhibition of PfHsp90-expressing yeast, primary screen, antimalarial PfHsp90 inhibitor project, S. cerevisiae, BacTiter-Glo luminescence, single point, set 2; inhibition, % at 9.4 µM; BacTiter-Glo ATP, 48 h; yeast lacking PDR1 and PDR3 efflux regulators; AID 504621, 2011; actives 0.32% (n = 310,000);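 active means every replicate shows inhibition above about 80%, whatever the replicate mean, limit read from the data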;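 further: 0% = DMSO neutral controls and 100% = 20 µM radicicol positive controls; yeast relying on Plasmodium falciparum Hsp90 in place of its own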
PKA-R2B activ = activators of PKA-R2B holoenzyme, primary screen, biochemical, fluorescence polarization, Cy5-IP20, human; actives 0.079% (n = 340,000); PKA-R2B holoenzyme dissociation; R2B truncated from residue 108, S112A mutant; 0% DMSO only, 100% 113 µM cGMP; activation, % at 11.4 µM;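 active means activation above a cutoff set at the mean over all compounds plus 3 SD, cut at about 18% in these data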;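 further: higher means more holoenzyme dissociation and a rise in polarization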
Target sequence (P31323 whole entry, looked up, other chains not shown, the tested form may be a part): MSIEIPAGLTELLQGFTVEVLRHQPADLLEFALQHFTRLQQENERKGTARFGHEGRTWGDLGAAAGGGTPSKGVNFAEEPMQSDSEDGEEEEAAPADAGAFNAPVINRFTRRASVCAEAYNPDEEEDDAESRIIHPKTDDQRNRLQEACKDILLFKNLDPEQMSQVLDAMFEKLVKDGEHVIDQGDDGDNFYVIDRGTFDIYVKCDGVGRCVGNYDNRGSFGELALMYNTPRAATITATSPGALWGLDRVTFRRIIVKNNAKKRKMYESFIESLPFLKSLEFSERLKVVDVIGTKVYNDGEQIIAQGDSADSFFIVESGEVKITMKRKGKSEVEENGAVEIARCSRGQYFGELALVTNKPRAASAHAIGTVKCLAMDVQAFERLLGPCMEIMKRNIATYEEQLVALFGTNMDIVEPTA
Tat export inh = E. coli Tat export inhibitors, primary screen, MC4100, TorA-mCherry reporter, fluorescence, single point. inhibition, % at 10 µM. actives 0.036% (n = 340,000). AID 488895, 2010;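 active means mean replicate inhibition at least 50% and at least half of replicates individually reaching 50%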;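 further: exported cargo escapes ClpAP degradation while cytoplasmic cargo is degraded and loses fluorescence; 0% = median of neutral control wells and 100% = median of NaSCN control wells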
phage Ecoli inh = growth loss of phage-infected E. coli, primary screen, RecBCD inhibitor project, absorbance, with phage, HTS | inhibition, % at 11.9 µM | AID 651602, 2012 | actives 0.26% (n = 360,000); in the data active means inhibition above about 11%
Mot1-301 SUMO = yeast Mot1-301 growth rescue at high temperature, primary screen, SUMOylation pathway inhibitor project, S. cerevisiae, ATP luminescence, 38.5C. S. cerevisiae Mot1-301 growth rescue; percent above DMSO median, 100 means doubled. growth rescue, % at 18.8 µM. actives 1% (n = 320,000);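 active means every valid replicate shows activation above 250% relative to neutral control wells; inactive means the rest, any valid replicate at or below 250%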;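 further: OY570 slx delta 5 strain wells were the positive control but not used for scaling; some compounds called inactive have numbers as strong as hits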
MOR-DOR inv ag = inverse agonists of MOR-DOR heterodimerization, primary screen, cell-based, luminescence; actives 0.21% (n = 340,000); cell-based MOR-DOR heterodimer luminescence, inverse agonism; Mu-type opioid receptor (Homo sapiens) + Delta-type opioid receptor (Homo sapiens), …; inhibition, % at 9.3 µM; in the data active means inhibition above about 22%, passing the limit was not always enough;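 further: 0% = cells with DMSO and 100% = wells without cells with DMSO; values of inactives mirror those of a sister screen read the other way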
The depositor's hits bear a star; · = not tested or not shown; + = active, no number.

SMILES	AddAB inh	OPRM1-OPRD1 ag	HTR5A inv ag	E coli growth	PKA-R1A act	PfHsp90 set2	PKA-R2B activ	Tat export inh	phage Ecoli inh	Mot1-301 SUMO	MOR-DOR inv ag
CCc1ccc(C(=O)CCC(=O)Nc2ccc(OC)c(S(=O)(=O)N3CCCCC3)c2)cc1	-0.9	-4.1	19	-3.0	-4	-20	-6	12	0.1	-4	16
COc1ccc(NC(=O)c2ccc(NCCCN3CCOCC3)c([N+](=O)[O-])c2)cc1	2.6	-2.7	12	2.5	-5	-34	-1	5	5.8	-14	16
Cc1ccc(Cl)c2sc(NC(=O)C3=COCCO3)nc12	-0.3	0.0	20	-2.5	-3	-15	-4	1	2.4	29	0
O=C(NCCCNC(=O)c1ccccc1Br)c1ccccc1Br	3.5	-0.3	-1	1.9	7	1	0	4	0.4	-24	1
CCOc1ccc(N2CC(C(=O)NCc3ccc(C)n3C)CC2=O)cc1 (stereo not given)	-0.3	-3.0	23	-3.1	-2	-9	3	-3	1.3	3	15
Cc1ccc(C(C(=O)Nc2ccc(C(C)C)cc2)N(C)C(=O)c2ccc(=O)[nH]c2)cc1 (stereo not given)	3.9	-1.2	9	-1.0	-11	-3	-8	9	3.4	4	6
O=S(=O)(c1ccccc1)N1CCN(Cc2ccccc2C(F)(F)F)CC1	0.7	2.7	-15	0.6	0	15	-8	14	-1.3	51	-16
COc1ccc2oc(C(=O)Nc3nccs3)c(C)c2c1	1.7	0.4	-15	3.8	-2	·	-11	-9	0.6	40	-2
CCSc1nc(O)c(C2OC(=O)c3c2ccc(OC)c3OC)c(=O)n1CC (stereo not given)	2.9	0.3	-5	0.1	-6	-15	-11	13	2.1	3	-2
Cc1cc(C)n(-c2nc3c(c(=O)[nH]c(=O)n3C)n2CC(O)c2ccccc2)n1 (stereo not given)	2.4	-1.1	19	1.4	2	13	13	3	2.2	34	5
CCOC(=O)C1CCN(C2CCN(Cc3nc(-c4ccccc4)no3)CC2)CC1	2.1	-2.3	0	2.4	1	21	2	4	2.4	-11	11
CCCS(=O)(=O)N1CCC(C(=O)N2CCN(C(=O)OCC)CC2)CC1	4.1	-2.4	-1	0.4	3	6	6	-1	0.2	-5	12
O=C(NN1CCOCC1)c1ccc(Cl)s1	2.3	-0.7	0	1.1	3	-8	-2	-3	3.5	-12	3
Cc1nc2cc(CO)ccc2n1C	1.3	-1.4	-16	-2.7	-9	-59	-1	1	0.5	4	8
O=C(OCC(=O)N1CCC(c2ccccc2)=N1)c1ccc([N+](=O)[O-])s1	1.7	1.5	-5	3.6	-13	·	-14	-8	2.1	-28	-8
Cc1coc2cc3oc(=O)c(CCC(=O)NCCCN4CCCC4=O)c(C)c3cc12	3.0	-1.9	10	-1.7	11	-1	3	-4	3.5	10	10
CC(C)N1C(=O)c2ccccc2C1C(=O)NC1CCCCCC1 (stereo not given)	-0.7	-1.6	-16	1.4	-7	14	-5	-2	1.2	-6	9
COc1ccc(C(c2nnnn2Cc2ccccc2)N2CCN(c3ccccc3)CC2)cc1 (stereo not given)	4.0	1.1	-10	-0.3	-3	-7	-15	12	0.8	271	-5
Cc1occc1-c1nnc(SCC(=O)Nc2ccccc2)n1CCc1ccccc1	2.6	-1.3	-28	-1.8	-7	-74	-14	14	3.5	28	8
COc1cc(C(C(=O)NC2CCCCC2)N(C(=O)c2snc(C(N)=O)c2N)c2ccc(C)cc2)ccc1O (stereo not given)	2.0	-2.6	5	0.8	0	8	2	1	2.8	159	17
Cc1nc(NCc2ccccc2)c2cc[nH]c2n1	0.6	-4.2	9	1.3	1	-5	-2	5	2.7	-8	21
Cc1onc(-c2ccccc2)c1CNC(=O)CN1C(=O)c2ccccc2C1=O	-1.3	-1.0	2	-1.1	1	-3	5	4	2.1	9	5
COc1ccc(CN2CCN(C(=O)CCC(=O)c3ccc(C)s3)CC2)cc1OC	0.3	-3.0	-1	-1.6	3	7	-2	1	-1.6	-16	11
CC(C)(O)C(=O)NN(Cc1ccccc1)c1ccccc1	0.9	-0.6	-1	0.6	-1	0	1	-1	3.1	5	3
CCn1c(SCC(=O)NC2CCCCC2)nnc1-c1cccs1	-1.0	-1.8	-13	-2.6	-3	-10	3	27	-1.1	52	10
COc1ccc(N2C(=O)CC3(CCCC3)CC2=O)cc1	1.8	2.4	22	-2.2	-10	-25	0	8	2.8	-1	-16
COc1ccc(CN2CCn3nc(C(=O)NC(C)C)cc3C2=O)cc1	4.5	-2.0	-9	3.0	6	-10	6	-7	5.3	156	10
O=S(=O)(Nc1ccc2cn[nH]c2c1)c1ccc(C(F)(F)F)cc1	0.3	-2.9	11	1.9	2	-3	-2	8	5.0	-8	12
CC(=O)Nc1nnc(SCc2ccccc2F)s1	5.1	-2.0	-16	0.8	5	·	-8	6	2.2	·	12
O=C(CCc1nnc(Cc2ccc3c(c2)OCO3)o1)NCc1nc2ccccc2s1	·	-1.3	-11	·	-10	4	-9	0	4.6	·	6

Shown field by field: part of the list above.
Molecule: CC(C)N1C(=O)c2ccccc2C1C(=O)NC1CCCCCC1 (stereo not given)
  AddAB inh = -0.7
  OPRM1-OPRD1 ag = -1.6
  HTR5A inv ag = -16
  E coli growth = 1.4
  PKA-R1A act = -7
  PfHsp90 set2 = 14
  PKA-R2B activ = -5
  Tat export inh = -2
  phage Ecoli inh = 1.2
  Mot1-301 SUMO = -6
  MOR-DOR inv ag = 9
Molecule: COc1ccc(C(c2nnnn2Cc2ccccc2)N2CCN(c3ccccc3)CC2)cc1 (stereo not given)
  AddAB inh = 4.0
  OPRM1-OPRD1 ag = 1.1
  HTR5A inv ag = -10
  E coli growth = -0.3
  PKA-R1A act = -3
  PfHsp90 set2 = -7
  PKA-R2B activ = -15
  Tat export inh = 12
  phage Ecoli inh = 0.8
  Mot1-301 SUMO = 271
  MOR-DOR inv ag = -5

Continuation:
SMILES	AddAB inh	OPRM1-OPRD1 ag	HTR5A inv ag	E coli growth	PKA-R1A act	PfHsp90 set2	PKA-R2B activ	Tat export inh	phage Ecoli inh	Mot1-301 SUMO	MOR-DOR inv ag
O=C(Cn1cc2c(n1)CCCCC2)NCc1ccccc1	0.8	-2.9	6	-0.2	-5	·	-2	1	2.6	2	15
Cc1ccnc(NC2(C(F)(F)F)N=C3SCCN3C2=O)c1 (stereo not given)	1.0	-1.5	0	-0.2	-7	5	-8	2	2.0	8	7
CNC(=O)c1[nH]cnc1C(=O)Nc1ccccc1OC	3.7	0.1	-23	2.5	10	-12	-1	6	1.9	9	0
COC(=O)C1CCN(CC(=O)Nc2ccc(OC)c(Cl)c2)CC1	2.8	-1.6	16	2.2	6	-6	-6	-9	2.7	-2	8
Cc1ccccc1C(=O)N1CCN(CCNC(=O)C(=O)Nc2ccc(Br)cc2)CC1	0.9	-0.1	-3	0.5	13	8	0	-3	1.7	7	1
Cc1nc2ccccc2n(CC(=O)Nc2cc(Cl)cc(Cl)c2)c1=O	4.0	2.1	-4	1.0	3	-50	3	-3	5.5	+	-11
CC1(C)c2cc(Cl)ccc2-n2c1cc(O)c(-c1ccccc1)c2=O	2.9	-3.2	-6	2.8	-5	-23	-3	-7	1.3	-45	16
CC(=O)/C(N=Nc1c(C)n(C)n(-c2ccccc2)c1=O)=C(\C)O	0.8	-3.2	-8	-2.8	10	-28	10	2	-0.2	7	16
COc1ccc(N2CCN(C(C)C(=O)N3CCCC3)CC2)cc1 (stereo not given)	-0.9	-1.9	28	2.5	-4	-2	6	-3	-0.1	-6	9
COc1ccccc1OCCc1nnc(N)s1	0.2	-2.9	3	1.7	-8	-19	-5	9	-1.0	-5	15
OCCN(Cc1ccccc1)Cc1cccc(Cl)c1Cl	-0.3	2.0	13	1.4	0	-7	2	8	2.8	-12	-12
CCOC(=O)c1sc(NC(=O)c2ccc(CC)s2)nc1C	-0.8	-0.1	4	2.5	-4	2	3	-11	1.7	3	1
COc1cc(NC(=O)n2ncc3cc(Cl)ccc32)cc(OC)c1	-0.9	-0.5	-3	0.0	-7	6	4	-12	1.4	-12	3
CNC(=S)N1CCC(NC(=O)C(Cc2ccc(F)cc2)NC(C)=O)CC1 (stereo not given)	3.9	-3.6	6	-2.1	10	1	-2	3	3.0	12	17
C=CCN=C1N[C@@H](c2ccccc2)C(C(=O)OC)=C(C)N1CCOC	3.6	-3.8	6	0.5	-14	1	-15	1	2.5	-20	21
COc1ccc(C(=O)N2CC(c3ccccc3)CC2=O)cc1 (stereo not given)	1.1	-3.5	2	-1.1	10	4	7	-6	1.2	-7	18
Cn1c(=O)c(=O)n(C)c2cc(S(=O)(=O)N3CCCC3C(=O)Nc3ccc(F)cc3)ccc21 (stereo not given)	6.4	-2.8	10	0.2	5	-9	-7	2	3.3	-3	15
CCNc1nc(Oc2ccc(=O)[nH]n2)nc(N2CCOCC2)n1	-1.1	-2.7	10	4.6	-3	9	-1	-8	-0.5	225	14
O=C(O)CC(c1ccccc1)c1ccccc1	-0.4	0.3	-41	2.5	-7	-42	12	8	1.4	-22	-2
O=C(NNS(=O)(=O)c1ccccc1)C1CCCCC1	2.2	2.2	-4	-0.7	-4	11	-20	-6	1.0	5	-18
Cc1ccc(C(=O)C(C)OC(=O)Cc2n[nH]c(=O)c3ccccc23)cc1C (stereo not given)	-0.3	-2.4	3	0.8	-7	0	0	-7	-0.2	-5	13
CCC(=O)Nc1ccc(S(=O)(=O)N2CCCCC2)cc1OC	0.7	-2.7	7	1.2	-5	·	-5	-16	3.1	12	14
Cc1cccc(C)c1NC(=O)CN(C)C(=O)CN1C(=O)NC2(CCCC2)C1=O	-1.2	-1.2	-9	2.4	-5	·	-14	-1	-2.5	6	7
Nc1ccccc1C(=O)N/N=C1/C2CN3CCN(C2)CC1(Cc1ccccc1)C3	1.6	-2.2	-2	-0.8	-1	-4	-7	2	4.2	15	11
COc1ccc(-c2c3c(=O)n(C)c(=O)n(C)c3cn2Cc2cccnc2)cc1	0.5	-2.3	-11	0.5	-4	0	0	6	2.9	3	13
Cc1ccc(N2C(N)=C(C#N)C3(C(=O)N(C)c4ccccc43)C3=C2CC(C)(C)CC3=O)cc1Cl (stereo not given)	1.4	0.6	5	1.2	-5	-29	-4	-7	3.2	6	-3
CC1(c2ccc3c(c2)OCCO3)NC(=O)N(CC(=O)Nc2c(F)cccc2F)C1=O (stereo not given)	-0.4	-1.5	7	-3.4	-6	·	4	7	-1.2	-13	6
